MDM2 E3 inh: inhibitors of human Mdm2 E3 ubiquitin ligase. Q00987. cell-based MDM2 ubiquitination luciferase reporter, 2 h; 0 = plate control, 100 = twice control, blank-subtracted. signal enhancement, % at 5 µM. actives 0.11% (n = 210,000);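 active = signal enhancement of 30% or more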;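 note: luminescence tracks abundance of the self-degrading MDM2-luciferase fusion protein; higher signal means inhibition of MDM2 E3 ligase activity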
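Assay system: stable mammalian line carrying autodegrading MDM2–luciferase fusion reporter; Input: 2000 cells in each well; Compound dosing: single-point 5 µM; Schedule: 2 h compound exposure at 37 °C; Signal: SteadyLite luciferase luminescence after 15 min room-temperature reagent incubation; Evaluation: % luminescence enhancement versus blank-corrected plate control mean; Benchmarks: plate controls and plate blanks.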
NCF1 inh: p47phox (human) inhibition; inhibition, % at 24.7 µM; actives 0.53% (n = 220,000); p47phox/p22phox peptide binding, fluorescence polarization, 2 h; P14598;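 active = inhibition above about 30%, limit read from the data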;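 note: 0% = p47phox with labelled peptide and 100% = labelled peptide alone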
Target sequence (P14598 whole entry, looked up): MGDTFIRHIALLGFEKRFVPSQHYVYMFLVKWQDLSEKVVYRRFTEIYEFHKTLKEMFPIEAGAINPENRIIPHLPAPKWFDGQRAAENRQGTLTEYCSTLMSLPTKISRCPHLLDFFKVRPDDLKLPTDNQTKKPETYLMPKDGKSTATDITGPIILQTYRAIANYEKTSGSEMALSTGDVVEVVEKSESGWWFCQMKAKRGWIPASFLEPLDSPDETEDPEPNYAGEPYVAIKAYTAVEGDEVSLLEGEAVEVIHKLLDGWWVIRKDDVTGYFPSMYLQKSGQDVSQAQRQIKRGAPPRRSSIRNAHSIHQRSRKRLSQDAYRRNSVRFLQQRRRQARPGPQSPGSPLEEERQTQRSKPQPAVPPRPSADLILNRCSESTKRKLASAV
TRPN1 ag: agonists of zebrafish TRPN1 channel | HEK293 zebrafish TRPN1-YFP, Fluo-8 calcium fluorescence; 100% = response to 87 µM carbachol | activation, % at 3 µM | actives 0.18% (n = 220,000);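 active = activation above its plate's cutoff, the mean activation of test wells on that plate plus 3 SD, cut at about 19% in these data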;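 note: 0% = DMSO alone and 100% = 87 µM carbachol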
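Material – zebrafish TRPN1-YFP in HEK293 cells · Doses – 3 µM single point · Schedule – dye 1 h 37 °C plus 30 min RT · Signal – Fluo-8 calcium fluorescence, excitation 470-495 nm, emission 515-575 nm · Read-out – % activation versus carbachol response · Control set – carbachol high, DMSO low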
Runt-SMMHC FRET: blocks binding of human RUNX1 Runt domain to CBFb-SMMHC; Q01196+Q13951; Cerulean-Runt/Venus-CBFb-SMMHC FRET ratio 530/480, 1 h; inhibition, % at 20 µM; actives 0.74% (n = 220,000); AID 1434;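 active = mean inhibition across duplicate retests at 20 µM reaching about 50%, limit read from the data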;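 note: 0% = DMSO wells and 100% = wells with excess untagged CBFb-SMMHC; inhibitors lower the FRET ratio by blocking Runt binding to CBFb-SMMHC; some results filed as inactive read as strong as hits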
PPC-1+TRAIL kill: PPC-1 cancer cell killing with TRAIL present. cell killing (% activity), % at 4 µM. PPC-1 cells + TRAIL, ATPLite viability luminescence. AID 1443. actives 0.41% (n = 220,000);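 active = cell killing above 50% in the first pass at 4 µM, then a duplicate retest at 5 µM averaging 50% or more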;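 note: plate controls were cells with TRAIL plus DMSO for no effect and medium-only wells lacking cells for full effect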
EBV gp42 inh: blocks Epstein-Barr virus glycoprotein 42 binding | Q1HVG2 | Fluorescence polarization binding assay, mP read-out | inhibition, % (tested at 21.74 µM) | actives 0.42% (n = 220,000) | AID 1085; in the data active = inhibition above about 50%
TRPML3 agonist: human mucolipin-3 channel agonism. activation, % at 3 µM. HEK293 TRPML3-YFP, Fluo-8 calcium fluorescence; 100% = the carbachol control signal. Q8TDD5. actives 0.29% (n = 220,000). AID 1448;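 active = activation above its plate's cutoff, the mean activation of the plate's test wells plus 3 SD, cut at about 12% in these data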;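 note: 0% = DMSO only wells and 100% = carbachol wells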
Target sequence (Q8TDD5 whole entry, looked up): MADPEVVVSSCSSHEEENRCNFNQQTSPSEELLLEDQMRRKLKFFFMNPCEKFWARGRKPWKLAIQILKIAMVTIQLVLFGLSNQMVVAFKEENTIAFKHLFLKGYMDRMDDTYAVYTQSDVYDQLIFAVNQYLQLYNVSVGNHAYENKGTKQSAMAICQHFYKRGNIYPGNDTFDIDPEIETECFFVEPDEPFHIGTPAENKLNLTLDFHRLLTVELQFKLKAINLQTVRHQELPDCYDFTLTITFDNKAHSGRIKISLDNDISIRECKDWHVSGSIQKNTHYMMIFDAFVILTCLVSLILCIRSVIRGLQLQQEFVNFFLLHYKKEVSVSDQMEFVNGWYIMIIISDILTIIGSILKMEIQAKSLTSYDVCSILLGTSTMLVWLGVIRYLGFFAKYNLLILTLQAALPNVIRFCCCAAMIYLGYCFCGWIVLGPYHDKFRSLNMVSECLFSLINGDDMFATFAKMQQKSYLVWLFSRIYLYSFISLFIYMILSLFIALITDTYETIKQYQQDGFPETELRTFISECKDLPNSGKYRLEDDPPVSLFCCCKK
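Test system – HEK293 line with stable expression of human TRPML3-YFP channel · Control set – carbachol 87 µM final as high control (100%), DMSO as low control (0%) · Signal – Fluo-8 calcium dye fluorescence, ex 470-495, em 515-575 nm · Incubation – 1-h 37 °C dye load, 5-s basal, 120-s post-compound reads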
CHOP inh: CHOP inhibition in unfolded protein response; CHO-K1 CHOP-promoter luciferase, tunicamycin-induced, 15-18 h; inhibition, % at 10 µM; actives 3.8% (n = 220,000);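 active = compounds that reduced the stress-induced luciferase reporter signal by more than about 70% of percent inhibition, limit read from the data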;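 note: 0% = tunicamycin plus vehicle and 100% = wells without tunicamycin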
TNF necrop inh: inhibitors of TNF-alpha induced necroptosis in Jurkat FADD-/- cells; actives 0.068% (n = 220,000); activation (protection from cell death), % at 10 µM; Jurkat FADD-/- TNF necroptosis rescue, ATP luminescence, 24 h; 0 = TNF only, 100 = no-TNF cells;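 active = activation, meaning protection from cell death, of at least 50% relative to plate controls; inactive = activation below 50%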;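 note: necroptosis triggered by 40 ng/mL TNF-alpha added together with compound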
Numbers without * were called inactive; x = no result given; & = joins results of further samples.

smiles	MDM2 E3 inh	NCF1 inh	TRPN1 ag	Runt-SMMHC FRET	PPC-1+TRAIL kill	EBV gp42 inh	TRPML3 agonist	CHOP inh	TNF necrop inh
NC(=O)NC(c1ccccc1)c1cccc2ccccc12 (centres undefined)	-5	-14	-1.6	1	7	-7	-0.3	21	-1.9
O=C1NC(c2ccccc2)=C(c2ccc3ccccc3n2)C(c2ccncc2)N1 (centres undefined)	1	-6	1.5	3	7	-7	0.1	16	-7.8
Cc1ccc(Oc2ncc(CN3CCOCC3)s2)cc1	-44	2	2.6	-1	14	-29	0.1	-12	-2.6
O=C(C[N+]1(CC#Cc2ccccc2)CCCCC1)c1ccc(Cl)cc1	-2	0	0.9	-5	1	7	0.8	12	3.4
CC(=O)Nc1nc2cc3c(cc2s1)OCO3	-70	-5	0.3	2	-23	-12	-0.2	16	0.2
CCCCCC(=O)NNC1CC(=O)N(c2ccccc2)C1=O (centres undefined)	-3	-12	-0.1	1	7	-6	0.8	-3	1.6
CCOC(=O)CCNC(C)C1COc2ccccc2O1 (centres undefined)	-14	-24	0.1	-1	20	5	0.7	-22	-1.6
CCn1c(-c2cc(OC)ccc2OC)csc1=Nc1c(C)n(C)n(-c2ccccc2)c1=O	-5	-10	0.3	7	13	-20	0.4	3	0.5
CO/N=C\C(=N\Nc1ccc(OC)cc1)C(=O)c1ccccc1	5	-1	-0.5	-4	-12	2	0.4	10	0.6
COc1ccccc1NC(=S)N1CCC(c2nc3cc(C)c(C)cc3[nH]2)CC1	-6	-4	-0.6	-2	16	7	0.2	-18	-4.7
CN(C(=O)CSc1nnc(-c2cccnc2)n1-c1ccccc1F)C1CCS(=O)(=O)C1 (centres undefined)	-1	0	-0.1	0	19	-3	-0.4	-13	-0.2
CCOCCCNC(=O)CNC(=S)N(Cc1ccccc1F)C1CCCCC1	13	-13	-1.4	-9	6	-15	-0.3	14	-0.9
C=CCCCCc1nc2ccccc2c(=O)n1N	2	-4	0.1	-2	29	-10	0.0	-4	3.3
CC1CCN(C(=O)c2ccc(CSc3nc4ccncc4n3Cc3ccc(F)cc3)cc2)CC1	x	1	3.7	-4	-18	-11	1.3	32	-4.8
COCCNC(=O)c1onc(CSc2cccc(Cl)c2)c1C(=O)O	5	-9	1.1	41	3	-10	0.0	10	-1.0
CCOC(=O)c1c(C)n(C)c2ccc(OC(=O)c3ccc(N4C(=O)CCC4=O)cc3)cc12	-2	-12	0.0	3	31	2	0.6	9	0.7
COc1ccc(C2CC(C(F)(F)F)n3nc(C(=O)N(C)Cc4cn(C)nc4C)c(Cl)c3N2)cc1 (centres undefined)	-24	-4	1.9	-15	-15	-8	0.3	29	-5.5
Cc1ccn2c(NC(=O)C(C)(C)Oc3ccc(Cl)cc3)c(-c3cccs3)nc2c1	-11	-24	-1.9	3	-18	4	-1.1	26	1.2
CC(C)CCNC(=O)C1CC(c2ccccc2C(F)(F)F)=NO1 (centres undefined)	17	-11	x	1	4	-10	x	-3	2.9
Cc1cc2oc(=O)cc(COC(=O)Cn3cnnn3)c2cc1C(C)C	-1	-10	-0.6	4	-3	-4	0.0	25	-1.9
Cc1ccccc1NCC(=O)N/N=C\c1ccc2c(c1)OCO2	-12	-4	-0.1	-2	22	-12	0.6	4	-0.5
Cc1ccc(COCCN2CCN(S(=O)(=O)c3ccccc3)CCC2=O)cc1	16	-1	x	-1	4	-25	x	-2	0.3
COc1ccc(CCNCc2csc3nc4ccccc4n23)cc1OC	-14	0	2.2	6	-4	-4	0.3	x	-5.9
Cc1cc(C)c(C#N)c(SCS(=O)Cc2ccc(Cl)cc2)n1 (centres undefined)	-78	5	-1.2	-2	-2	0	-0.8	12	4.2
CN1CCC(=NOc2ccc([N+](=O)[O-])cc2)CC1	-2	3	0.8	-2	18	6	0.4	-16	1.3
Cc1ccc(CNC(=O)Cn2c([N+](=O)[O-])cnc2C)cc1	-11	-3	1.5	-3	-8	-19	0.6	-2	-0.5
c1n[nH]c(NCc2ccc3c(c2)OCO3)n1	-4	-17	1.2	6	16	-18	0.6	1	0.5
CNC(=S)N1N=C(c2ccc(C)cc2)CC1c1ccc(OC)c(OC)c1 (centres undefined)	x	-14	0.1	2	15	-17	1.1	9	2.4
CC1(C)Nc2ccccc2N(CCC(=O)N2CCOCC2)C1=O	-21	-10	0.5	1	10	-3	1.3	47	-1.4
CCCCC(C(=O)OCC)C(N)Cc1ccc(F)cc1 (centres undefined)	-10	20	0.3	-4	6	13	0.6	1	1.6
CCOC(=O)C1CCCN(Cc2ccc(OC)cc2OC)C1 (centres undefined)	-3	-4	0.9	1	-13	-21	0.1	9	2.1
COc1ccc(C)cc1N(C(=O)COc1ccccc1)c1nc2ccccc2s1	1	-16	-0.3	2	2	-32	0.2	-6	3.3
COc1ccc(CN2C(=O)c3ccccc3C(/C=N/OCc3ccc(Cl)cc3)C2=O)cc1 (centres undefined)	-9	-13	1.1	28	12	-26	0.0	24	-4.0
CC1(C)CC(=O)C2=C(C1)N(N1CCOCC1)C(N)=C(C#N)C2c1cccs1 (centres undefined)	-3	-5	-0.1	-7	18	-7	0.0	2	2.2
COc1ccc(-c2cc(-c3ccccc3)nc3ncnn23)cc1	-19	-4	0.4	2	-6	0	-0.3	29	-1.3
COc1ccccc1NC(=O)Nc1nnc(C(C)C)s1	-7	-3	0.6	3	16	-11	0.7	-1	1.3
CCOC(=O)Nc1ccc2c(c1)N(C(=O)OCCN(C)C)c1ccccc1CC2	-17&-20	-4&-10	1.0&0.1	3&-8	27&14	-16&-18	1.5&0.6	46&30	-0.7&1.7
COc1ccc(NC(=O)CN2CCC(Cc3ccccc3)CC2)cc1S(=O)(=O)N1CCOCC1	3	-5	0.3	0	12	-20	0.7	6	1.5
COc1ccccc1NC(=O)Nc1cc(NC(=O)Nc2ccccc2OC)c(C)nc1C	-12	-26	-1.4	5	-9	-17	0.7	28	1.5
Cn1nc(C(=O)Nc2sc3c(c2C#N)CCCC3)ccc1=O	0	-12	-0.2	-6	33	9	1.3	-9	0.0
CC(C)(C)c1cc(-c2n[nH]c(=S)n2-c2ccc(Cl)cc2)n[nH]1	7	0	0.2	12	-1	-4	0.1	7	-0.5
O=C(CN1CCN(C(=O)c2cccs2)CC1)NC1CCCCC1	-11	-5	1.1	3	8	2	0.3	14	0.5
CCOC(=O)c1c(NC(=O)/C=C/c2ccc(C)o2)sc(C)c1C	-10	-33	0.4	-27	-5	-7	0.5	13	-0.7
COC(=O)c1[nH]c2c(c1C)C(=O)CC(c1ccc(C)cc1)C2 (centres undefined)	-5	-6	0.9	-2	-14	-15	1.1	33	0.8
CCOC(=O)C1CCN(c2nc3ccccc3nc2C(C#N)C(=O)OC(C)C)CC1 (centres undefined)	-19	-6	0.1	2	17	-107	0.4	30	-3.6
COc1cc(OC)c(S(=O)(=O)Nc2ccccc2N2CCOCC2)cc1NC(C)=O	-9	-5	0.4	2	-17	-3	0.4	10	-0.2
Cc1cc(C)nc(-n2nc(C)c3c(C(=O)O)cc(-c4cccc(Br)c4)nc32)n1	x	2	1.0	1	8	-8	0.8	2	0.0
CCOC(=O)c1ccc(NC(=O)CC2Sc3ncnn3C2=O)cc1 (centres undefined)	-14	-19	-0.7	20	-2	-34	0.0	21	-3.1
c1csc(C2Nc3cccc4cccc(c34)N2)c1	-5	3	-0.1	-174	25	6	0.1	97*	-12
COc1ccc(-c2cc(-c3n[nH]c(=S)n3-c3ccccc3Cl)[nH]n2)cc1	-2	-19	-0.1	6	-2	-8	0.5	-27	-1.8
Cc1ccccc1C(=O)NC1CCN(CC(=O)NCc2cccs2)CC1	-7	-4	0.2	-4	5	13	0.9	-6	0.0
CN(C)/C=C1\SC(=S)N(c2ccc(F)cc2)C1=O	-8	-129	1.0	0	13	-32	0.5	-11	-0.2
O=C(N/N=C\c1ccc(CNS(=O)(=O)c2ccccc2)o1)C(=O)Nc1ccc(F)cc1	-10	6	0.4	1	15	-6	0.5	64	2.4
C=CCSc1cc(C)nc2c(-c3ccccc3)c(C)nn12	-4	1	-2.1	-3	18	-9	-0.4	11	3.0
COC(=O)c1ccc(NS(=O)(=O)c2cc(C)ccc2OC)cc1	-1	-9	-1.0	-3	0	2	0.4	0	-0.3
CSCC[C@H](NC(=O)c1ccc(Cl)c([N+](=O)[O-])c1)c1nc2ccccc2[nH]1	x	-5	6.3	1	-11	-14	2.0	-14	0.5
CC(/C=N/NC(=O)c1ccc2nc(C)[nH]c2c1)=C\c1ccccc1	-15	-5	2.6	1	38	-22	-0.1	-16	-1.5
O=C(Nc1nnc(SCc2ccccc2F)s1)c1ccco1	0	-13	1.9	2	4	-8	0.7	-15	1.5
O=c1cc(-c2ccc(Cl)c(Cl)c2)[nH][nH]1	-7	-6	-0.5	0	-4	7	0.7	14	-0.1
CCN(Cc1ccccc1)C(=O)CSc1ccccc1C(=O)O	3	-6	-1.3	0	-10	-2	0.8	8	0.9

Carrying on:
smiles	MDM2 E3 inh	NCF1 inh	TRPN1 ag	Runt-SMMHC FRET	PPC-1+TRAIL kill	EBV gp42 inh	TRPML3 agonist	CHOP inh	TNF necrop inh
Cc1ccc(-c2cc(C(=O)NCCc3ccc(S(N)(=O)=O)cc3)c3ccccc3n2)cc1	-11	3	0.7	-5	27	12	0.6	-3	-4.4
CCOc1ccc(OCCCCNCCN)cc1	-9	-1	0.8	3	10	-10	1.4	16	0.3
CCN1CCN(S(=O)(=O)c2ccc(C)c([N+](=O)[O-])c2)CC1	-2	-6	0.8	-3	10	-25	0.4	3	1.0
CCC(CC)NC(=O)CON=C1c2ccccc2-c2ccccc21	-11	-1	-3.0	0	29	-14	0.6	72*	2.5
CN(Cc1ccco1)C(=O)Cn1nc(-c2ccc(Cl)cc2)ccc1=O	-1	-1	-0.8	3	-11	12	0.4	2	-0.3
O=C(Cn1ccc([N+](=O)[O-])n1)NCc1cccs1	7	-7	1.1	-2	14	2	0.4	-17	1.5
Cc1ccccc1CN1CCN(S(C)(=O)=O)CC1	-1	-6	0.9	6	26	-5	0.6	22	-0.8

Screens from PubChem.
